From PubChem BioAssay
GPR151 ag: activators of human GPR151, primary screen, cell-based, PathHunter beta-arrestin, luminescence; 1% of 650,000 active; PathHunter beta-arrestin GPR151 cells; G-protein coupled receptor 151 (Homo sapiens), Q8TDV0; activation, % at 11.2 µM; in the data active = activation above about 4.9%;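 note: 0% = median of compound wells and 100% = cells with positive control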
Target sequence (Q8TDV0 whole entry, looked up): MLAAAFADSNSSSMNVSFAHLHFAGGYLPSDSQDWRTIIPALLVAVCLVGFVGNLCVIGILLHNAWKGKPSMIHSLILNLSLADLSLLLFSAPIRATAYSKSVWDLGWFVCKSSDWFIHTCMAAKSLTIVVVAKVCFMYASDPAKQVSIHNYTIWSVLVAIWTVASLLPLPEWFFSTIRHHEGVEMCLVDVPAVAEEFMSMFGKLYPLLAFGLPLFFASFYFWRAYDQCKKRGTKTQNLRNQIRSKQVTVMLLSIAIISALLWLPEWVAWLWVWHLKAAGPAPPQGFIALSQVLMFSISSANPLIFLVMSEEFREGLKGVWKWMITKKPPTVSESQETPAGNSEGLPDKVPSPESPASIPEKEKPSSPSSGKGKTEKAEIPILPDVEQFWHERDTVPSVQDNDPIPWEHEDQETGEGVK
TEAD-YAP inh: TEAD-YAP interaction inhibition, primary screen, TEAD-YAP interaction inhibitor project, luminescence, HEK-TIYL cells; TEAD-Gal4/YAP UAS-luciferase luminescence; inhibition, % at 9.12 µM; 1.4% of 640,000 active; AID 1259422, 2018; in the data active = inhibition above about 32%;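 note: 0% = median of test compound wells and 100% = reference inhibitor wells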
MITF inh: MITF inhibitors, primary screen, biochemical, AlphaScreen, human; Microphthalmia-associated transcription factor (Homo sapiens), O75030; AlphaScreen MITF homodimerization, bead proximity signal; inhibition, % at 2.6 µM; 0.91% of 650,000 active; AID 1259374, 2018; in the data active = inhibition above about 50%;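 note: 0% = vehicle wells with protein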
Target sequence (O75030 whole entry, looked up): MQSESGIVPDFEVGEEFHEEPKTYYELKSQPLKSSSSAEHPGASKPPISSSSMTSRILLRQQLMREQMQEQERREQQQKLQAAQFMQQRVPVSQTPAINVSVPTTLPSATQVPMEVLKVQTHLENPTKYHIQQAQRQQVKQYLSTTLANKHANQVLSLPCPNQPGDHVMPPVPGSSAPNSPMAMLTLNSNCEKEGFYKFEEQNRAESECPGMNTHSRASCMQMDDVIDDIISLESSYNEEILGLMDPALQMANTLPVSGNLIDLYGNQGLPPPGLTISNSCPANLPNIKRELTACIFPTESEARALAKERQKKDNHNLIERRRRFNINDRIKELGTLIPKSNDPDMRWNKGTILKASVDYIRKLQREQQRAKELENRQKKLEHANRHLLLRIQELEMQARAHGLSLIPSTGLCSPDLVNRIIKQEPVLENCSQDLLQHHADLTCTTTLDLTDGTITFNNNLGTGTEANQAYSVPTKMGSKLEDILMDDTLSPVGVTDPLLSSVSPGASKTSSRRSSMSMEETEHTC
FBW7 act: FBW7 E3 ligase activators, primary screen, biochemical, AlphaScreen, human; F-box/WD repeat-containing protein 7 (Homo sapiens), Q969H0; AlphaScreen FBW7–phospho-cyclin E peptide binding, activator screen; normalized activity (activation), % at 26.1 µM; 0.13% of 650,000 active; AID 1259310, 2017; in the data active = normalized activity above about 1.9%;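 note: purified mutant Fbw7 with reduced substrate affinity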
Numbers without * were called inactive; & = joins results of further samples.

The line under a structure holds: GPR151 ag, TEAD-YAP inh, MITF inh, FBW7 act
- CN1CCN(CCCN2c3ccccc3Sc3ccc(Cl)cc32)CC1
 : -1.0&1.3&-1.6&1.3, -5&-2&-14, 20&12&-13&-14, 0.0&-0.2&-0.1&0.0
- CCc1ccc(-n2c(C)cc(/C=N/NC(=O)c3cccnc3)c2C)cc1
 : 0.4, 7, -3, 0.3
- CCOc1ccc(NC2=C(Cl)C(=O)N(c3ccc(C)cc3)C2=O)cc1
 : -0.7, 4, -8, 0.0
- CCc1ccc(NC2=C(Cl)C(=O)N(Cc3ccccc3)C2=O)cc1
 : -1.2, 13, 7, 0.2
- CCCCCn1c(=S)[nH]c2cc(C(=O)Nc3ccc(C)c(F)c3)ccc2c1=O
 : 0.8, -5, 6, -0.1
- O=C(NC1CC1)c1csc(Oc2ccccc2)n1
 : -0.3, 6, 12, 0.2
- CCc1c(C)nc2c(C(=O)NCCCOC)c[nH]n2c1=O
 : -0.3, 3, -5, 0.0
- CCN(c1ccccc1)S(=O)(=O)c1ccc(C(C(=O)OC)C(=O)OC)c([N+](=O)[O-])c1
 : -0.4, -12, 14, 0.1
- CC(C)OCCCNc1ccc(N2C(=O)CCCC2=O)cc1[N+](=O)[O-]
 : 1.5, -5, -1, -0.1
- CCOc1ccc(CC(=O)Nc2sc3c(c2C#N)CCC3)cc1OCC
 : 2.2, -8, -1, -0.1
- COc1ccccc1C1CC(c2ccc(Br)cc2)=NN1C(=O)c1ccc(C)cc1 (centres undefined)
 : -1.4, -4, -2, 0.0
- CC(Oc1ccccc1)C(=O)Nc1ccc(C(N)=O)cc1 (centres undefined)
 : 2.7, -8, 9, 0.1
- CC(=O)c1cccc(-c2nc(NCCN3CCOCC3)c3ncn(C4CCCCC4)c3n2)c1
 : 0.1, 23, 14, 0.0
- CCCNc1nc(Nc2cc(OC)c(OC)c(OC)c2)nc2c1ncn2CCN1CCCC1=O
 : 2.0, 9, 12, 0.1
- O=C1CC(c2ccccc2Cl)c2ccc3c(O)cccc3c2N1 (centres undefined)
 : 0.6, 7, 11, 0.3
- CCOc1ccccc1-n1nnnc1SC(C)C(=O)OC (centres undefined)
 : 1.7, 4, 14, 0.1
- Cc1ccccc1COc1cn(CC(=O)Nc2ccc(F)cc2F)c(C)cc1=O
 : 0.4, -11, -3, -0.2
- CN(C)c1cccc2c(S(=O)(=O)O)cccc12
 : 0.0, 7, 0, 0.1
- Cc1nc(SCc2c(F)cccc2Cl)n[nH]1
 : 0.3, -2, 11, 0.0
- CC(C)(C)OC(=O)N1C[C@@H]2C(NC(=O)c3nsc(Cl)c3Cl)[C@@H]2C1 (some centres undefined)
 : 3.3, -14, 3, 0.0
- O=C(O)c1cc([N+](=O)[O-])ccc1Cl (tested in a mixture with another compound)
 : 0.5, -5, 3, -0.1
- CCOC(=O)C1=C(C)N(c2ccc(OCC)cc2)C(=O)/C1=C\c1ccc(C)cc1
 : 1.7, 1, 7, -0.2
- Cc1ccc2cc(C#N)c(SCC(=O)Nc3c(C)[nH]c(=O)[nH]c3=O)nc2c1C
 : -0.1, 1, 16, 0.0
- CC(NC(=O)c1cnn2c(C(F)(F)F)cc(-c3ccccc3)nc12)C1CC2CCC1C2 (centres undefined)
 : -0.6, 8, 23, 1.2
- CCOC(=O)c1cccc(-n2c(C)cc(C=C3C(=O)N(C)C(=O)N(C)C3=O)c2C)c1
 : -0.2, 9, 4, -0.7
- CCOCCCNC(=O)COc1cc(=O)n(C)c2ccccc12
 : -0.1, -3, -26, 0.0
- Cc1ccc(C(=O)OC2OC(=O)C(Cl)=C2Nc2ccc(C)c(C)c2)cc1 (centres undefined)
 : 0.5, 5, -3, 0.0
- CCn1c(Cc2ccccc2)nnc1SCC(=O)Nc1cc(C(=O)OC)ccc1Cl
 : 2.3, 2, 1, 0.3
- CCc1nnc(NC(=O)CSc2nc3[nH]ncc3c(=O)[nH]2)s1
 : 0.2, -1, 6, -0.1
- O=S(=O)(NCCn1ccc2ccccc21)c1ccc(Cl)cc1
 : 0.6, -2, 10, 0.1
- CC(C)CC[N+]1(C)CCS(=O)CC1 (centres undefined)
 : 2.1, 4, 1, 0.0
- Cc1cccc(OC(C)C(=O)NCc2ccco2)c1 (centres undefined)
 : 1.9, -7, 2, -0.1
- CCOC(=O)c1c(NC(=O)CSc2nnc(CNC(=O)COc3ccccc3)n2C2CCCCC2)sc2c1CCCCC2
 : -1.2, -14, -13, -0.1
- Cc1cc(C)nc(-n2nc(C)cc2NC(=O)c2cc(F)c(F)cc2Cl)n1
 : -0.1, 2, -2, 0.0
- Cc1ccc(S(=O)(=O)N(CC(=O)NC(C)C)c2ccc(Br)cc2)cc1
 : -0.1, -4, 4, 0.3
- CCOc1ccc(NC(=O)N2CCc3nc(N4CCOCC4)[nH]c(=O)c3C2)cc1
 : 0.3, -1, 11, 0.3
- COc1ccc(NC(=O)c2ccno2)c2ccccc12
 : 0.0, -5, 19, 0.1
- Cc1nn(S(=O)(=O)c2ccccc2)c(C)c1Sc1ccc([N+](=O)[O-])cc1
 : 0.3, 15, 3, -0.2
- CCOc1ccc(OCC(=O)NC(C)C)cc1
 : 0.7, -18, 16, 0.0
- NCCSc1nc(C2CC2)n(-c2ccccc2)n1
 : 1.0, 8, 28, -0.2
- O=[N+]([O-])c1c(NCCCO)cc(N(CCc2ccccc2)Cc2ccccc2)c2nonc12
 : -0.3, 10, 13, 0.1
- O=C(CC(=O)N/N=C\c1ccc(F)cc1)NCCc1ccccc1
 : -0.1, 1, 0, 0.0
- Cc1ccc(O)c(NC(=O)COc2ccc(Cl)cc2)c1
 : 0.4, -24, -11, 0.4
- O=S(=O)(Nc1cccnc1)c1c(Cl)cccc1Cl
 : -1.5, -9, -16, -0.5
- CC(=O)Nc1ccccc1NC(=O)C(C)Oc1ccccc1 (centres undefined)
 : 1.1, 9, -10, -0.1
- Nc1ccccc1NC(=O)c1nc2ccccc2nc1C(F)(F)F
 : -0.2, -46, -8, -0.1
- N#CCOC(=O)/C=C/c1ccc(Cl)cc1Cl
 : -0.1, 0, -5, -0.1
- Cc1cc(-c2cnc(N3CCOCC3)nc2C2CCCN(C(=O)c3ccco3)C2)on1 (centres undefined)
 : 0.0, -2, -1, -0.1
- COc1ccc(-c2nc3ccccc3o2)cc1NC(=O)c1cc(I)ccc1Cl
 : 1.8, -2, 4, -0.1
- CN1CCN(C(=O)c2ccc(-c3[nH]nc4nc(-c5ccoc5)ccc34)cc2)CC1
 : -0.2, -2, -2, 0.2
- COc1cccc(CN2CCNC(=O)C2CC(=O)NCc2cccc(SC)c2)c1 (centres undefined)
 : 0.2, 3, -1, 0.2
- CC(NC(=O)C(=O)NCc1ccco1)C(c1cccs1)N1CCOCC1 (centres undefined)
 : 0.0, -6, 12, 0.6
- COc1cccc(C(=O)Nc2ccc(I)cc2C)c1
 : -1.7, -45, 13, 0.2
- O=C(Cc1cccs1)NCC1CCCCC1
 : 1.2, -22, -10, 0.2
- CCOC(=O)c1c(C)[nH]c(C(=O)CSc2nnc(Nc3ccccc3F)s2)c1C
 : -1.6, -6, -13, 0.0
- C=CCN1C(=O)C(O)(CC(=O)c2ccc([N+](=O)[O-])cc2)c2cc(Br)ccc21 (centres undefined)
 : -0.6, 13, 5, 0.8
- Cc1c(Cl)cccc1Nc1ncnc2sc3c(c12)CCCC3
 : -0.5, -1, -13, -0.1
- O=C(CSc1nc2ccccc2c(=O)n1CCC1=CCCCC1)NCCc1ccccc1
 : 6.4*, -9, -1, -0.2
- CNC(=O)c1cncnc1Nc1cc(NC(=O)Cc2ccc(OC)cc2)ncc1C(F)(F)F
 : 1.1, 54*, 7, -0.1
- O=[N+]([O-])c1c(NCCO)cc(SC2CCCCC2)c2nonc12
 : -0.1, 9, 5, -0.1

Quoted at random: five entries already listed, in no set order.
The line under a structure holds: GPR151 ag, TEAD-YAP inh, MITF inh, FBW7 act
- Cc1ccc(O)c(NC(=O)COc2ccc(Cl)cc2)c1
 : 0.4, -24, -11, 0.4
- CC(=O)Nc1ccccc1NC(=O)C(C)Oc1ccccc1 (centres undefined)
 : 1.1, 9, -10, -0.1
- Cc1cc(-c2cnc(N3CCOCC3)nc2C2CCCN(C(=O)c3ccco3)C2)on1 (centres undefined)
 : 0.0, -2, -1, -0.1
- CC(C)CC[N+]1(C)CCS(=O)CC1 (centres undefined)
 : 2.1, 4, 1, 0.0
- CCOc1ccc(OCC(=O)NC(C)C)cc1
 : 0.7, -18, 16, 0.0

Following part:
The line under a structure holds: GPR151 ag, TEAD-YAP inh, MITF inh, FBW7 act
- Cc1nn(C)cc1CN1CCOc2ccc(CN3CCC(O)(c4cccnc4)CC3)cc2C1
 : -0.7, -5, -19, -0.1
- N/C(=N\c1nc2ccccc2o1)NC(=O)c1ccccc1
 : 0.1, -42, -15, 0.1
- COc1cccc(/C=N/NC(=O)COc2ccc(Cl)cc2)c1OC
 : -0.4, 0, -6, -0.1
- COc1cc(C2C(C#N)=C(N)Oc3n[nH]c(C)c32)ccc1OCc1c(F)cccc1Cl (centres undefined)
 : -0.2, 1, 2, -0.1
- Cc1cccc(C(=O)OCC(=O)c2ccc(Cl)cc2)c1O
 : -0.2, 0, 5, -0.1
- O=C(CCc1ccccc1)Nc1cccc([N+](=O)[O-])c1
 : -1.3, -6, 11, 0.2
- O=C(CS(=O)(=O)Cc1ccccc1)N1CCc2ccccc21
 : -0.8, -18, 21, 0.2
- O=C(CCCO)CC(=O)c1ccc(F)cc1
 : 0.4, -31, 11, 0.7
- Cc1cc(C)nc(NC(=O)c2cccs2)c1
 : -3.7, 1, 16, 0.4
- C=CCSc1nc2sc3c(c2c(=O)n1-c1ccc(C)cc1)CCCCC3
 : 0.9, 0, 11, 0.0
- CCOC(=O)c1cnc2c(C(F)(F)F)cccc2c1Cl
 : -0.1, 13, -21, 0.0
- CCN(CC(=O)NC(C)(C)C)C(=O)CCCOc1ccc(Br)cc1
 : -0.5, 5, 6, 0.0
- COCCNC(=O)CSc1n[nH]c(C)c1[N+](=O)[O-]
 : 0.4, 2, 3, 0.0
- CCOC(=O)N1CCc2c(sc(NC(=O)c3ccc(S(=O)(=O)N(C)C)cc3)c2C(=O)N2CCOCC2)C1
 : 1.6, -3, -9, -0.2
- Cn1c(SCC(=O)Nc2ccc3c(c2)OCO3)nnc1-c1c[nH]c2ccccc12
 : -0.2, 11, -10, 0.1
- O=C(Nc1cccc2ccccc12)c1nn2c(C(F)(F)F)cc(-c3cccs3)nc2c1Br
 : 0.2, 2, -3, 0.0
- Nc1nnc(CCSc2ccc(Cl)cc2)s1
 : 2.2, 0, 2, -0.1
- COc1cccc(NC(=S)N(CCCN2CCOCC2)Cc2cccs2)c1
 : -0.2, 7, -11, 0.3
- N#C/C(=C\Nc1ccc(Cl)cn1)c1nc(-c2ccc3c(c2)OCO3)cs1
 : 2.3, 11, -15, -0.2
- Cc1ccc(CN(Cc2cccnc2)C(=S)Nc2c(C)cccc2C)cc1
 : 2.0, 14, 3, -0.2
- OCc1ccccc1NC(=S)NCCc1ccccc1
 : 0.3, -2, 6, 0.1
- COc1cc(C=O)ccc1OCCCOc1ccccc1[N+](=O)[O-]
 : 1.0, -35, 18, -0.1
- CN(Cc1ccccc1)C(=O)C1CCN(S(=O)(=O)c2ccc3c(c2)oc(=O)n3C)CC1
 : 0.8, 2, 4, 0.2
- CCN(C(=O)CSc1ncnc2sc3c(c12)CCC3)C1CCS(=O)(=O)C1 (centres undefined)
 : -0.6, 10, -2, -0.1
- CCOC(=O)c1c(NC(=O)COc2ccccc2OC)sc2ccccc12
 : -0.9, 9, -14, 0.0
- O=C(Nc1ccc2oc(-c3cccc(F)c3)nc2c1)c1ccc(-c2cccc([N+](=O)[O-])c2)o1
 : 1.3, -39, 5, -1.0
- O=C1[C@H]2CN(CC3CC3)CCN2C(=O)[C@H]2CCCN12
 : -0.2, 0, -13, -0.2
- CSC1=NC(=Nc2ccccc2C)C2(CCC(C(C)(C)C)CC2)N1c1ccccc1 (centres undefined)
 : -0.9, 5, 0, 0.0
- COc1ccc(N2CCn3c2nc2c3c(=O)[nH]c(=O)n2C)cc1
 : -0.7, 8, 16, 0.9
- Cc1c(C)n2c3c(=O)n(CC(N)=O)c(=O)n(C)c3nc2n1C1CCCCC1
 : 0.3, -10, -7, -0.1
- Clc1ccccc1-c1cnn2c(NCc3ccc4c(c3)OCO4)ccnc12
 : 0.0, -19, 20, 0.1
- COc1ccc(OC)c(NC(=O)NC(C)C23CC4CC(CC(C4)C2)C3)c1 (centres undefined)
 : 1.4, 1, -8, -0.1
- CCN(CC)S(=O)(=O)c1ccc(N/N=C/c2ccc(OC(F)F)cc2)c([N+](=O)[O-])c1
 : 0.4, 2, 18, 0.0
- CCCN(C)C(=O)c1c(C)nc2scc(C)n12
 : -0.4, 3, 17, 0.2
- CC(=O)c1ccc(NC(=O)/C(=C/c2ccco2)NC(=O)c2ccccc2)cc1
 : 1.3, -3, -8, -0.1
- COc1ccc(-c2[nH]nc3c2C(c2cc(OC)c(OC(=O)c4cccs4)c(OC)c2)C(C#N)=C(N)O3)cc1 (centres undefined)
 : 1.2, -1, 5, -0.3
- CCCCn1c(SCC(N)=O)nnc1-c1ccc(OC)c(OC)c1
 : 0.6, 3, 25, -0.1
- Cc1ccc(NC(C)C(=O)N/N=C/c2ccc(C)o2)cc1 (centres undefined)
 : 4.0, 7, 16, 0.1
- COc1cc(/C=C2/NC(=O)NC2=O)c([N+](=O)[O-])cc1OCc1ccccc1
 : -2.2, -10, -6, 0.1

An unsorted share of the library; 3.5% or so of the library scored in one or more.
